BH1578 lux ind = inducers of Vibrio cholerae quorum light production without autoinducers; V. cholerae BH1578 lux reporter, luminescence, 6 h; activation, % at 18.7 µM; actives 0.16% (n = 350,000); AID 588436; in the data active means activation mostly above about 9.7%, no sharp cut-off; further: not every result past the cut was called active; inactives centre near 0; reference of the scale not given here
PrPC surface inh = cell surface PrPC inhibition, primary TR-FRET screen | actives 0.43% (n = 370,000) | AID 720596 | inhibition, % at 13.8 µM | TR-FRET read-out | P04156; in the data active means inhibition above about 24%; further: 0% = median of the test wells and 100% = reference compound wells
CCHF vOTU inh = CCHFV vOTU protease inhibition | Pep-AMC fluorescence | inhibition, % at 11.5 µM | actives 0.55% (n = 370,000); in the data active means inhibition above about 30%; further: 0% = vehicle wells with enzyme and 100% = no enzyme wells
MazEF act = activators of E. coli MazEF toxin-antitoxin RNase | P0AE70 | FAM/BHQ RNA-DNA oligo cleavage fluorescence, 5 h | activation, % at 20 µM | actives 0.32% (n = 350,000) | AID 504720; in the data active means activation above about 50%
Rv3671c protease = inhibitors of M. tuberculosis serine protease Rv3671c; AID 2606; actives 0.048% (n = 320,000); P9WHR9; inhibition, % at 5.96 µM; in the data active means inhibition above about 38%;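 further: extracellular domain of Rv3671c used as enzyme; 0% = enzyme with DMSO and 100% = no enzyme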
TcdB inh = blocks C. difficile toxin B glycohydrolase activity; P18177; TcdB glycohydrolase enzymatic assay, plate reader; inhibition, % at 9.99 µM; actives 0.24% (n = 350,000); AID 652162; in the data active means inhibition above about 10%
Target sequence (P18177 whole entry, looked up): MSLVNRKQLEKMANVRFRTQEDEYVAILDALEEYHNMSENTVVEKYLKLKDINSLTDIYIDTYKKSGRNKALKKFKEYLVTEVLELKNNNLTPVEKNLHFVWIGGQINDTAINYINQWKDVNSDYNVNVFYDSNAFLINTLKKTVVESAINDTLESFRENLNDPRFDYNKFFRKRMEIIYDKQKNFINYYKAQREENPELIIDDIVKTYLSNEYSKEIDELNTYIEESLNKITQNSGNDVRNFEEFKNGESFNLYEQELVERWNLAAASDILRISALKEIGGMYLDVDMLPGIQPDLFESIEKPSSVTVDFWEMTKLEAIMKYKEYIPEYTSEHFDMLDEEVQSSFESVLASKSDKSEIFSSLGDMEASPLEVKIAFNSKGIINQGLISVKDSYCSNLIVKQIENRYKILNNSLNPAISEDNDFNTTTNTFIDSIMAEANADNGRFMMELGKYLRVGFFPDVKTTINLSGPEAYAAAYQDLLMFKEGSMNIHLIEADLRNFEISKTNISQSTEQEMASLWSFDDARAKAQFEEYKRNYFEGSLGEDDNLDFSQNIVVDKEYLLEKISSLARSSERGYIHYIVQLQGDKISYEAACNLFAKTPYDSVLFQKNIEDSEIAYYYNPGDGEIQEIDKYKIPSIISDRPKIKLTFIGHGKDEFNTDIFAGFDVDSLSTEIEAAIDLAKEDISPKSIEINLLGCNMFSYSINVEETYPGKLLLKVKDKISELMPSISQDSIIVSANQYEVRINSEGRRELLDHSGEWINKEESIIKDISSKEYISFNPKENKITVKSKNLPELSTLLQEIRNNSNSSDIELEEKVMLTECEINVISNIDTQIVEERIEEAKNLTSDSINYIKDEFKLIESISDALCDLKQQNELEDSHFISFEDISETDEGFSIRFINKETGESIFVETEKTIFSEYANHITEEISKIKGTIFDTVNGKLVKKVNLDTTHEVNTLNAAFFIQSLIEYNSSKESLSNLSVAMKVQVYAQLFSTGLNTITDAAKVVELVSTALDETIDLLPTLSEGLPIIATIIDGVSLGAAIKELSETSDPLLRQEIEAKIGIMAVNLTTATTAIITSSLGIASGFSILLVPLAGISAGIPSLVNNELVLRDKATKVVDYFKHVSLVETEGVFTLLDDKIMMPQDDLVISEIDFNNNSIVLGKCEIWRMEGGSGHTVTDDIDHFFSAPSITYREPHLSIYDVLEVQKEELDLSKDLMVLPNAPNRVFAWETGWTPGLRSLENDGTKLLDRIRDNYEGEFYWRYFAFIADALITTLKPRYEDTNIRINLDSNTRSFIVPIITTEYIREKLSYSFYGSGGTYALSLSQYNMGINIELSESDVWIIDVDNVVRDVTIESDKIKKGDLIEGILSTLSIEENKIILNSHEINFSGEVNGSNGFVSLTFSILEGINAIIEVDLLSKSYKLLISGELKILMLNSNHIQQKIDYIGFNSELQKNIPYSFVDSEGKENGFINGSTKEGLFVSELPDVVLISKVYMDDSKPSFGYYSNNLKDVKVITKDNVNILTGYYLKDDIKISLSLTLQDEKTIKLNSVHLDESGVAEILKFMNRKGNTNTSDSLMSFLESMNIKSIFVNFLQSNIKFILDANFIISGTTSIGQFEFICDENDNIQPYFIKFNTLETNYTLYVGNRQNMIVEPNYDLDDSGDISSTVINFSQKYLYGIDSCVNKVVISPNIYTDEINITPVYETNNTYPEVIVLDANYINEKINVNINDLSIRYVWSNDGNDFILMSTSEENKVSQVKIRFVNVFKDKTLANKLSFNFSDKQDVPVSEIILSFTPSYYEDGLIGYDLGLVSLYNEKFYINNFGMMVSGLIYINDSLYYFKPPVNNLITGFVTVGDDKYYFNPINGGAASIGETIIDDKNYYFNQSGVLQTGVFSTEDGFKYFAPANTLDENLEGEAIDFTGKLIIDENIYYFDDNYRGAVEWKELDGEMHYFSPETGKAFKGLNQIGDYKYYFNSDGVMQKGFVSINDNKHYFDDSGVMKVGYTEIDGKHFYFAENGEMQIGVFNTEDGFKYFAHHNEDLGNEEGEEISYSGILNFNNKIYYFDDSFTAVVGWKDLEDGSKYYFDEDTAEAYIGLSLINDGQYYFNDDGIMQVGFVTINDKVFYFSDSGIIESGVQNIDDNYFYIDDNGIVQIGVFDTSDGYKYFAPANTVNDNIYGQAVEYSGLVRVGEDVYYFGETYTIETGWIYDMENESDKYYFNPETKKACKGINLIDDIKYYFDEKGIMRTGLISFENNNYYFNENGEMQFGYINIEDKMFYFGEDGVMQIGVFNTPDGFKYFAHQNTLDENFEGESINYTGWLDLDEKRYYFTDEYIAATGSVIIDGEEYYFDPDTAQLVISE
SARS 3CLpro inh = SARS-CoV 3CLpro protease inhibition; actives 0.14% (n = 290,000); P0C6X7; inhibition, % at 6 µM; AID 1706; recombinant SARS-CoV 3CLpro, quenched FRET peptide cleavage; in the data active means inhibition above about 12%
PriA SSB inh = K. pneumoniae PriA-SSBct interaction inhibition; AlphaScreen SSBct-PriA binding, biotinylated peptide; inhibition, % at 33 µM; actives 0.6% (n = 430,000); in the data active means inhibition mostly above about 37%, no sharp cut-off; inactive means mostly below about 20%;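 further: plate controls were negative control peptide for no effect and reference peptide for full effect; strong numbers were not always called active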
Yp Topo-I inh = blocks Yersinia pestis topoisomerase I activity | Y. pestis Topo-I cleavage product accumulation, plate reader | activity, % at 10 µM | actives 0.064% (n = 360,000) | AID 504884; in the data active means activity above about 50%, passing the limit was not always enough; further: inactives centre near 2
DUSP3 inh = blocks human VHR1 dual specificity phosphatase | P51452 | recombinant VHR phosphatase, pNPP absorbance | inhibition, % at 13.3 µM | actives 0.52% (n = 290,000) | AID 1654; in the data active means inhibition above about 50%; further: some compounds called inactive have numbers as strong as hits
* = called active by the depositor; i = inactive; . = not tested or not shown; & = joins results of further samples. These rows are one share of the data, so the mix of outcomes need not match the whole.

SMILES	BH1578 lux ind	PrPC surface inh	CCHF vOTU inh	MazEF act	Rv3671c protease	TcdB inh	SARS 3CLpro inh	PriA SSB inh	Yp Topo-I inh	DUSP3 inh
CCOc1ccccc1N(CC(=O)N1CCC(C(N)=O)CC1)S(=O)(=O)c1ccc(SC)cc1	i	0	13	-2	1	0.5	3	-1	16	-6
Cc1nc(SCc2c(F)cccc2Cl)c2c(=O)n(C)c(=O)n(C)c2n1	-0.6	3	0	2	-9	4.7	-5	0	2	-27
Cc1ccc(-c2cc(C(=O)N3CCCC(C(F)(F)F)C3)c3ccccc3n2)o1 (stereo unspecified)	0.8	1	-148	-3	-9	1.1	.	-10	-3	.
COc1ccc(CC(=O)N/N=C(/C)c2ccco2)cc1	0.3	4	-4	1	-11	0.7	3	.	-1	22
Cc1ccc(C(=O)Nc2nnn(C)n2)cc1	i	-4	4	7	2	.	4	-1	-2	19
O=C(/C(=C/O)N=Nc1cccc(C(F)(F)F)c1)c1ccccc1	-0.2	9	8	0	10	3.0	-3	.	4	-6
COc1ccccc1NS(=O)(=O)c1ccc(C(N)=O)cc1	-0.2	5	12	-25	1	0.6	2	-17	1	19
Cc1ccc(S(=O)(=O)/N=C2\C=C(Nc3ccc(O)cc3)C(=O)c3ccccc32)cc1	-0.3	.	.	0	-156	.	.	.	-21	.
Clc1ccccc1-c1nnc2n1CCCCC2	-0.4	3	-13	4	14	-0.7	2	-10	7	9
O=c1c2c(nc3c(-c4ccc(Cl)cc4)c[nH]n13)CCC2	20	2	9	49	5	0.6	-1	3	-1	26
COc1ccc(NC(=O)C(=O)c2cn(CC(=O)N3CCCC3)c3ccccc23)cc1OC	-4.2	-9	-1	8	-5	0.2	-4	26	29	19
O=C(COC(=O)c1ccc(-c2cnc3ccccc3n2)cc1)c1ccccc1	-3.1	2	-11	-22	-8	0.7	-5	-10	5	24
Nc1cnnc(N/N=C\c2ccccc2)c1Cl	0.1	1	-59	9	-1	0.1	.	.	-10	.
CN1C2CCC1C(COC(=O)c1ccccc1)C(O)C2 (stereo unspecified)	i	-6	-11	7	-3	0.8	-3	7	5	38
CCc1ncc(C)nc1CC	-0.6	-4	7	-5	-3	-0.2	.	-3	-6	34

Quoted at random: two entries already listed.
SMILES	BH1578 lux ind	PrPC surface inh	CCHF vOTU inh	MazEF act	Rv3671c protease	TcdB inh	SARS 3CLpro inh	PriA SSB inh	Yp Topo-I inh	DUSP3 inh
CN1C2CCC1C(COC(=O)c1ccccc1)C(O)C2 (stereo unspecified)	i	-6	-11	7	-3	0.8	-3	7	5	38
CCc1ncc(C)nc1CC	-0.6	-4	7	-5	-3	-0.2	.	-3	-6	34

(listing goes on)
SMILES	BH1578 lux ind	PrPC surface inh	CCHF vOTU inh	MazEF act	Rv3671c protease	TcdB inh	SARS 3CLpro inh	PriA SSB inh	Yp Topo-I inh	DUSP3 inh
CCN(CC)/C(Sc1ccccc1)=C(\C(Cl)=C(Cl)Cl)[N+](=O)[O-]	-0.4	11	3	9	-2	1.1	-1	4	1	37
CCCCCCCCNC(=O)c1cnccn1	-0.3	1	-13	-5	3	1.0	0	-25	-3	-17
COC(=O)N/N=C/c1ccc(OS(=O)(=O)c2ccc(C)cc2)c(OC)c1	-0.6	8	2	-3	-1	1.5	4	.	-17	28
CCn1c(C)nc2cc(N)ccc21	-3.1	-7	4	-2	-9	3.5	-5	-2	7	20
COc1ccccc1N1CCN(S(=O)(=O)c2cccc3nsnc23)CC1	-0.5	-33	4	-3	4	.	-3	18	2	-9
Cc1cccc(C(=O)Oc2ccc3ccc(O)cc3c2)c1	-0.6	7	-4	-31	-1	1.6	5	-4	-18	-4
Cc1ccsc1C(=O)NC1CCCN(Cc2ccc(Cl)cc2)C1 (stereo unspecified)	-0.3	-2	2	-2	.	0.1	-5	-7	11	-4
CCCN(CCC)S(=O)(=O)c1ccc(NC(=O)Cc2cccs2)cc1	i	3	6	2	-2	.	-2	-21	25	18
Cc1cc(C)c(NC(=O)CSc2nccn2C)c(C)c1	-0.4	3	4	-3	7	.	5	-4	-2	7
CC(=O)Nc1ccccc1NC(=O)C/C(C)=N/NC(=O)c1ccc([N+](=O)[O-])c(Cl)c1	-0.3	-22	2	-6	-3	.	-1	.	-9	2
Nc1ccc(C(=O)O)cc1	-0.3&-0.2&-0.5	1&2&-4	-2&-4&-3	-7&1&-7	5&5&2	1.8&0.6&1.6	.	-1	-6&-4&0	.
Cc1ccc(S(=O)(=O)N2C[C@H]3C(=O)C[C@@H](c4cccc(Cl)c4)N(S(=O)(=O)c4ccc(C)cc4)[C@H]3C[C@H]2c2cccc(Cl)c2)cc1	-0.4	-2	23	-5	.	1.6	.	.	-3	.
C#Cc1ccc(CN2CCN(Cc3ccsc3)C(CCO)C2)cc1 (stereo unspecified)	-0.3	4	-8	12	12	-0.3	2	-3	13	26
COC(=O)C1(C)NC(c2ccco2)C2C(=O)N(c3ccc(F)cc3)C(=O)C21 (stereo unspecified)	-0.3	0	-3	3	-1	0.9	-1	-3	3	22
O=C(c1ccc(F)cc1)c1ccc(N2CCCC2)cc1	-0.1	-8	5	0	-2	.	0	-24	-3	10

Part of the list above, showing only MazEF act, SARS 3CLpro inh and TcdB inh.
SMILES,MazEF act,SARS 3CLpro inh,TcdB inh
COC(=O)C1(C)NC(c2ccco2)C2C(=O)N(c3ccc(F)cc3)C(=O)C21 (stereo unspecified),3,-1,0.9
CCCCCCCCNC(=O)c1cnccn1,-5,0,1.0
Cc1cc(C)c(NC(=O)CSc2nccn2C)c(C)c1,-3,5,.
Cc1ccsc1C(=O)NC1CCCN(Cc2ccc(Cl)cc2)C1 (stereo unspecified),-2,-5,0.1
Nc1ccc(C(=O)O)cc1,-7&1&-7,.,1.8&0.6&1.6
CCn1c(C)nc2cc(N)ccc21,-2,-5,3.5

(cont.)
SMILES	BH1578 lux ind	PrPC surface inh	CCHF vOTU inh	MazEF act	Rv3671c protease	TcdB inh	SARS 3CLpro inh	PriA SSB inh	Yp Topo-I inh	DUSP3 inh
COc1ccc(S(=O)(=O)N2CCCC(C(=O)O)C2)cc1 (stereo unspecified)	i	0	7	14	3	.	2	-15	-4	0
C/C(CC(C)C)=N\NS(=O)(=O)c1ccc(C)c([N+](=O)[O-])c1	-0.3	3	12	68*	1	-1.4	0	.	-2	-8
COc1ccc(CN2C(=O)C3C4C=CC(C4)C3C2=O)cc1 (stereo unspecified)	i	9	2	7	-3	1.8	-2	-14	-5	14
O=C(NCCO)/C(=C\c1cccc([N+](=O)[O-])c1)NC(=O)c1ccco1	-2.3	-14	-7	-6	-6	0.7	0	-13	-1	23
O=C1C2CCCN2C(c2ccccc2F)N1c1ccc(Cl)cc1 (stereo unspecified)	i	4	0	5	-5	.	2	-5	6	19
O=C(CCn1cccn1)N1CCCC(N2CCN(c3cccc(Cl)c3)CC2)C1 (stereo unspecified)	-0.5	-3	-5	1	.	-1.0	-2	1	10	-4
COc1ccccc1C(=O)COC(=O)Cn1[nH]c(=O)c2ccccc2c1=O	-1.6	0	0	8	-3	-0.6	.	-3	5	.
NC(COCc1ccccc1)c1csc(Nc2ccc(S(N)(=O)=O)cc2)n1 (stereo unspecified)	0.3	-9	-3	.	.	0.6	.	.	-7	.
CCOC(=O)c1nn(-c2ccc(C)cc2)c(=O)cc1OCC(=O)Nc1cc(C)ccc1OC	-0.3	3	2	-13	-3	0.4	.	1	-3	.
CCOc1ccc(S(=O)(=O)N2CCCCC2)cc1NC(=O)Cc1cccs1	i	4	-1	-5	8	-0.2	.	2	12	.
O=C1CC(c2ccccc2)CC(O)=C1C=NCc1ccncc1 (stereo unspecified)	0.3	-1	0	10	2	0.9	-1	-8	2	20
Cc1noc(C)c1C(=O)Nc1cccnc1	-0.5	-6	-4	5	2	.	-2	-7	3	-1
COc1cc(C(=O)Nc2nnc(C)s2)c([N+](=O)[O-])cc1OC	-0.3	3	8	5	2	0.7	6	-6	0	17
Cc1ccc(C(=O)N/N=c2\sc3ccccc3n2C)cc1	3.4	-4	-6	3	-5	1.4	7	.	5	6
COc1cccc(OC)c1C(=O)Nc1cccc2c1CCCC2	i	-5	-5	7	-6	1.2	0	2	7	14
CCc1ccc2oc(-c3cccc(NC(=O)c4cccnc4)c3)nc2c1	5.3	-6	3	-67	-30	.	0	-13	29	18
NC(COCc1ccccc1)c1csc(Nc2ccc(C(F)(F)F)cn2)n1 (stereo unspecified)	-1.2	4	23	.	.	-1.1	.	.	-8	.
Cc1nc2ccc(CCO)cc2s1	i	7	11	1	-6	.	-10	-6	5	9
CCOC(=O)c1ccc(NC(=O)CN(C)S(=O)(=O)c2ccc(Br)s2)cc1	-0.3	0	-7	-1	-6	.	1	26	6	34
CN(CC(=O)O)C(=O)c1ccccc1	-0.7	6	-4	-2	2	0.2	.	-4	8	.
O=S1(=O)CC2SC(=S)N(Cc3ccccc3)C2C1 (stereo unspecified)	i	-7	-11	7	4	1.4	0	-7&-3	-2	9
Cn1c(CO)cnc1-c1ccccc1	-0.9	-2	18	10	-5	1.0	2	-5	-4	21
Cc1cc(NC(=O)CSCC(=O)N(C)Cc2ccc(F)cc2)no1	-4.2	-9	2	4	-3	0.7	0	10	4	-3
COc1ccc(CCNC(=O)c2c(O)c3ccccc3[nH]c2=O)cc1	2.0	2	-2	-5	-8	1.9	-8	-2	-3	58*
CSc1ncnc2sc(C)c(C)c12	-0.1	-1	-10	-11	-2	1.5	-2	-8	4	4
CCCNC(=O)c1ccccc1C(=O)NC1(C(=O)NCCC)CCCC1	-0.6	8	9	10	-11	0.4	3	-2	-7	21
O=C(NCCN1CCOCC1)[C@H](Cc1ccccc1)N1C(=O)c2ccccc2C1=O	-0.5	-1	-3	1	5	.	2	-3	-3	-1
O=C(c1ccc(F)cc1)C1CCN(C(=O)Nc2ccccc2Cl)CC1	i	2	11	-9	8	0.7	-2	0	7	32
CC(C)CC(=O)Nc1ccc(C(=O)COC(=O)C2=COCCO2)cc1	-0.9	2	4	3	-5	0.6	.	-5	3	.
Cc1cc(/C=C(\C#N)C(=O)O)c(C)n1CC1CCCO1 (stereo unspecified)	-0.2	-4	11	-17	0	0.5	-7	-3	-4	-11
Cn1ncc(Cl)c1C(=O)Nc1cccnc1	i	-5	3	-6	-6	.	2	8	-3	-3
CCCCN(C(=O)CSc1cc(C)c2ccccc2n1)c1c(N)n(Cc2ccccc2)c(=O)[nH]c1=O	-1.5	4	13	-40	-6	0.3	-2	-8	17	18
Cc1ccc(C(=O)Nc2ccc3cn[nH]c3c2)cc1S(=O)(=O)N1CCCCC1	i	26*	13	-4	-23	.	1	11	13	6
Cc1nc2cc(C(F)(F)F)ccc2n1C1CCN(C(=O)N2CCOCC2)CC1	i	-5	-3	11	-1	.	4	-5	-7	13
C/C(=N\NC(=O)NC1CCCCC1)c1ccc(Cl)s1	i	2	-6	8	.	0.6	5	.	2	20
CC(=O)Oc1ccc(-c2ccc(C(=O)OCC(=O)c3c(N)n(C)c(=O)n(C)c3=O)cc2)cc1	i	-7	-4	-12	-49	-0.3	.	3	13	.
CC(c1nnc(SCC(=O)c2c(N)n(C)c(=O)n(C)c2=O)n1-c1ccc(Cl)cc1)N(C)C (stereo unspecified)	-1.5	-5	-16	3	-20	-0.5	3	-1	-1	1
Cc1ccc(SC(c2ccccc2)C(Cn2cncn2)C(=O)c2ccccc2)cc1 (stereo unspecified)	0.6	-8	5	-32	4	.	-4	-6	5	14
CN(c1ccccc1)S(=O)(=O)c1cccc(NC(=O)C2=NNC(=O)CC2)c1	-5.6	10	-24	-7	-4	1.4	.	-16	-1	.
COc1ccc(/C(C)=N/N2C(=O)c3ccccc3NC2c2ccc(O)c(OC)c2)cc1 (stereo unspecified)	0.0	7	5	-7	6	9.2	4	.	-6	12
O=C1[C@H]2[C@@H](/C=C/c3ccccc3)N3C(=O)CN(CCO)C(=O)[C@@]3(Cc3ccccc3)[C@H]2C(=O)N1c1ccccc1	0.4	2	13	2	-12	1.4	2	12	0	9
Cc1c(Br)c([N+](=O)[O-])nn1CC(=O)N1CCc2ccccc21	i	-1	-5	-8	-20	0.8	-1	7	-1	20
O=C(Nc1nc2ccc(S(=O)(=O)N3CCCCC3)cc2s1)C1CCCO1 (stereo unspecified)	-0.6	2	11	-11	-3	.	-6	-3	-5	11
